# Assay outcomes as filed in PubChem.
# HEK293 tox – qHTS of GLP-1 Receptor Inverse Agonists: Cytotox Screen; HEK293 cAMP-luciferase reporter cells, luminescence, 24 h; Potency, µM (top dose mostly 38.3 µM), for the others: top-dose activity change, negative = inhibition, usual class: inhibitors; 410,000 compounds, 0.13% hits; AID 624418, 2012;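 also: loss of luciferase light is scored as toxicity; % is scaled to controls: 0 for no effect and ±100 for the full control effect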
#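 Step one: seed cells (200 cells/uL, DMEM with 10% Nu serum, 1% pen-strep). Step two: 12-hour incubation at 37 deg C. Step three: pin 23 nL compound, incubate 24 hr. Step four: add luciferase reagent, read luminescence 12 min later.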
# KB-3-1 tox – qHTS assay for MDR1-selective chemotherapeutics: Primary screen using the parental adenocarcinoma cell KB-3-1 | KB-3-1 viability, CellTiter-Glo ATP luminescence, 72 h | Potency, µM (series often up to 46.1 µM), for inactives: at the highest dose activity change, negative = cytotoxic, hits mostly cytotoxic | 400,000 compounds, 1.4% hits; also: % is scaled to controls: 0 for no effect and ±100 for the full control effect; nearly all actives have a fitted effect of over 60% in size
#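 KB-3-1 parental drug-naive adenocarcinoma cells in DMEM/10% FBS, incubated 72 h at 37 C with pin-transferred compounds across a concentration series. Viability by CellTiter-Glo luminescence; concentration-response curves fitted after normalization.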
# HT1080-NT tox – qHTS for induction of synthetic lethality in tumor cells producing 2HG: qHTS for the HT-1080-NT fibrosarcoma cell line. HT-1080-NT fibrosarcoma viability, CellTiter-Glo ATP luminescence, 48 h. Potency, µM (titrated, usually from 46.1 µM), for inactives: at the highest dose activity, negative = less viability, most hits filed as cytotoxic. 360,000 compounds, 1.6% hits. AID 686970, 2013;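 also: NT is the 2HG producing partner of a matched IDH1 knockdown line; 0% = DMSO-treated cells and -100% = media-only wells without cells; nearly all actives have a fitted effect of over 55% in size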
#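 Read-out is CellTiter-Glo luminescence after 10 minutes at room temperature, following 48 hours' compound treatment of HT-1080-NT cells (750 cells/well, RPMI, 5% FBS, 37 degrees C).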
# SW480 rereplic – A quantitative high throughput screen for small molecules that induce DNA re-replication in SW480 colon adenocarcinoma cells. SW480 DNA re-replication, Hoechst DNA content imaging, 48 h. Potency, µM (top dose mostly 46.1 µM), inactives show at the top dose re-replication activation, hits mostly activators. 340,000 compounds, 1.8% hits. AID 624297, 2012; also: % of control where 0% means no effect; nearly all actives have a fitted effect of over 55% in size
#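 DNA re-replication was detected as more nuclei of elevated Hoechst intensity after 48 hr exposure to compound (23 nL pinned per well of 250 cells).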
# KB-V1 MDR tox – qHTS assay for MDR1-selective chemotherapeutics: Primary screen using the drug-selected MDR subline cells KB-V1 | Potency, µM (titrated, usually from 46.1 µM), without a hit: at the highest dose activity change, negative = cytotoxicity, usual class: cytotoxic | KB-V1 MDR cells viability, CellTiter-Glo, 72 h | 400,000 compounds, 3.4% hits; also: % is scaled to controls: 0 for no effect and ±100 for the full control effect; nearly all actives have a fitted effect of over 60% in size
#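 Drug-selected KB-V1 cells, grown in DMEM lacking phenol red with 10% FBS, receive compound titrations; after three days at 37 degrees C, surviving cell ATP is quantified by CellTiter-Glo luminescence and responses normalized and curve-fitted.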
# GLP1R ag – qHTS of GLP-1 Receptor Agonists; 380,000 compounds, 0.007% hits; Potency, µM (titrated, usually from 45.6 µM), inactives show at the highest dose activation, usual class: activators; HEK293 GLP-1R CRE-luciferase, luminescence, 4-6 h; cells express a hypersensitive GLP-1R form; AID 624172, 2012; also: % of control where 0% means no effect
# Target sequence (P43220 whole entry, looked up): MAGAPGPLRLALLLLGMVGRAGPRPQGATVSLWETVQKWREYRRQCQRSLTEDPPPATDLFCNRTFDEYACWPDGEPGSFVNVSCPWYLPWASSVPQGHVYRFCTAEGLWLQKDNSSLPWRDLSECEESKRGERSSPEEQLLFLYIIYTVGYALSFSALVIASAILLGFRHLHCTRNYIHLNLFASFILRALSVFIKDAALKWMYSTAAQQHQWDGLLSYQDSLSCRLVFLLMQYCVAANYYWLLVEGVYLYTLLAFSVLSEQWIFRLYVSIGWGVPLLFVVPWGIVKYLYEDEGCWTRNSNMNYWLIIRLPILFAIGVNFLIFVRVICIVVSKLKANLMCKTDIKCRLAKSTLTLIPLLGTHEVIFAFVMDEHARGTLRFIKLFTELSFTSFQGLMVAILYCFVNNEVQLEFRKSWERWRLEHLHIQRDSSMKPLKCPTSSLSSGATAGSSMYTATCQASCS
# TDP43 rescue – qHTS of TDP-43 Inhibitors; Potency, µM (highest dose often 46.1 µM), for inactives: at the top dose growth rescue (activation), actives largely listed as activators; TDP-43 expressing yeast growth rescue, BacTiter-Glo, 24 h; AID 652104, 2013; 410,000 compounds, 1.8% hits; also: % of control where 0% means no effect; nearly all actives have a fitted effect of over 50% in size
#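 Cell-based yeast growth screen: TDP-43 expression induced in galactose, inoculum OD600=0.02 after raffinose pregrowth to mid-log. Read-out BacTiter-Glo luminescence at 24 hr, 30 deg C; inhibition of toxicity seen as signal increase.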
# HT1080 IDH1KD tx – qHTS for induction of synthetic lethality in tumor cells producing 2HG: qHTS for the HT-1080-IDH1KD cell line | 360,000 compounds, 2% hits | HT-1080 IDH1 knockdown viability, ATP luminescence, 48 h | Potency, µM (titrated, usually from 46.1 µM), for inactives: at the top dose activity, negative = toxicity, hits mostly cytotoxic;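 also: 0% = DMSO wells and -100% = cell-free medium wells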
#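 Assay cells: HT-1080 with IDH1 knockdown, 750 per well, RPMI/5% FBS. Exposure: 48 h at 37 °C following 2 h pre-incubation. Read: CellTiter-Glo luminescence; fitted concentration-response, curve class assigned.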
# GLP1R inv ag – qHTS of GLP-1 Receptor Inverse Agonists (Inhibition Mode). 410,000 compounds, 1.6% hits. Potency, µM (titrated, usually from 38.3 µM), without a hit: at the highest dose activity change, negative = inhibition, actives largely listed as inhibitors. HEK293 GLP-1R CRE-luciferase, luminescence, 24 h; GLP-1R form is constitutively active; also: % is scaled to controls: 0 for no effect and ±100 for the full control effect; nearly all actives have a fitted effect of over 55% in size
#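 HEK293 cells stably co-expressing constitutively active GLP-1R and a cAMP-responsive luciferase reporter were seeded in DMEM with 10% Nu serum, given compounds after 12 h, and incubated 24 h at 37 deg C. Luminescence was then read.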
# * marks the source's active call; other numbers are inactive results; u = inconclusive; x = not tested or not shown; [ ] = another dose, or the depositor's remark. Calls follow the shape of the dose curve; as a rule, active = well fitted curve in the direction sought with a large enough effect; inconclusive = small, poorly fitted or top-dose-only effect, or another doubt; inactive = no such curve, though single readings can be large; an effect the other way counts as inactive or inconclusive. Potency is read from the fitted curve at half-maximal effect.
no.	Compound	HEK293 tox	KB-3-1 tox	HT1080-NT tox	SW480 rereplic	KB-V1 MDR tox	GLP1R ag	TDP43 rescue	HT1080 IDH1KD tx	GLP1R inv ag
1	O=C(Nc1ccc(-c2nc3ccccc3s2)c(O)c1)c1ccc(Br)cc1	-15%	0%	x	x	u	x	8%	x	7%
2	COc1ccc(CNC(=O)C2Cc3c(-c4ccc5c(c4)OCO5)ccnc3O2)cc1OC (stereo not given)	-19%	21µM*	u	x	9.2µM*	1%	16%	u	-7%
3	O=C(N/N=C\c1ccc(-c2cccc(Cl)c2)o1)C(=O)NC1CCCC1	-1%	0%	u	-5%	-3%	6%	-21%	19%	14%
4	CCCNC(=S)Nc1ccc(Nc2ccccc2)cc1	u	-15%	-11%	-3%	-17%	-4%	u	u	u
5	CSc1nn(-c2ccc(C(=O)OCC(=O)NC(=O)NC(C)C)cc2)c(=S)s1	-2%	2%	2%	-1%	-6%	-2%	7%	4%	14%
6	CCN(CC)Cc1c(O)ccc2c(=O)c(Oc3ccccc3OC)coc12	12%	-8%	0%	u	-6%	-11%	-13%	3%	-10%
7	Cc1nn(CC(=O)NNC(=O)c2ccc(Br)cc2)c(C)c1[N+](=O)[O-]	2%	14%	-6%	1%	14%	0%	-1%	-2%	5%
8	CCC(C)Nc1cc(C)c(C#N)c2nc3ccccc3n12 (stereo not given)	169%[activator]	-2%	-12%	u	3%	27%	8%	-22%	2%
9	Cc1ccc(S(=O)(=O)N(C)c2ccc(OCC(=O)NCc3ccco3)cc2)cc1	-14%	5%	-1%	-19%	-27%	4%	3%	3%	1%
10	Cc1cc(O)c(C(c2ccc(F)cc2)N2CCN(c3ccccc3)CC2)c(=O)n1Cc1ccco1 (stereo not given)	1%	7%	x	x	22%	x	10%	x	u
11	CCOc1ccccc1CNS(=O)(=O)c1ccc(-c2coc(C)n2)cc1	1%	-9%	x	x	9%	11%	u	x	-23%
12	CCn1c(=O)cc(SCC(=O)NCc2ccc3c(c2)OCO3)c2ccccc21	-8%	-9%	3%	-16%	-18%	15%	-11%	-21%	0%
13	O=[N+]([O-])c1ccc(N=NNc2ccccc2)cc1	-29%	1%	-19%	-3%	10%	3%	21%	u	-22%
14	CCc1ccc(NCc2cc3cc4c(cc3n(CC(=O)Nc3ccc(C)cc3)c2=O)OCO4)cc1	3%	-3%	x	x	-8%	-8%	12%	x	-3%
15	Cc1nc2nc(-c3ccc(F)cc3)cn2nc1C	460%[activator]	u	2%	-6%	-4%	-6%	3%	-3%	-30%
16	CCN(CC(=O)Nc1ccc2c(c1)OCCO2)C(=O)/C=C/c1ccc([N+](=O)[O-])cc1	-18%	2%	7%	-2%	21µM*	1%	12%	15%	u
17	COC(=O)[C@@H]1C[C@@]2(O)[C@H](O)[C@H](O)[C@H](O)C[C@H]2N1CC(c1ccccc1)c1ccccc1	4%	5%	-1%	-1%[9.22 µM]	-1%	1%	4%	10%	9%
18	CC(C)N1CCN(Cc2ccncc2)CC1CCO (stereo not given)	-4%	0%	9%	-1%	5%	-1%	12%	5%	-4%
19	CCOc1ccc(OCCCC(=O)N(CC)CC(=O)Nc2c(F)cccc2F)cc1	1%	-7%	-13%	u	-2%	-1%	1%	-4%	-33%
20	Cc1ccc2oc(=O)c3cc(C(=O)Nc4ccc(C)c(F)c4)sc3c2c1	0%	-4%	x	x	u	-1%	1%	x	-4%
21	COc1ccc(CNC(=O)c2cccn2-c2nnc(N3CCCC3)s2)c(OC)c1	-1%	8%	x	x	0%	x	1%	x	6%
22	S=c1[nH]cnc2scc(-c3ccc(Br)cc3)c12	-14%	u	21µM*	12µM*	u	8%	-5%[9.22 µM]	13µM*	-10%
23	Cc1sc2c(c1C)c(=O)n(-c1ccccc1)c(=O)n2CC(=O)c1ccc(Cl)cc1	7%	-1%	x	x	11%	x	-1%	x	0%
24	COc1cc(OC)c(C2C(C(=O)N3CCOCC3)=C(C)NC3=C2C(=O)CC(C)(C)C3)cc1OC (stereo not given)	3%	15%	5%	1%	4%	-12%	9%	7%	10%
25	Nc1c(-c2cccc([N+](=O)[O-])c2)nc2ccccn12	-30%	4%	1%	-1%	2%	0%	-19%	4%	21%
26	COC(=O)c1cc(OC)c(OC)cc1NC(=S)N1CCCC(CO)C1 (stereo not given)	2%	2%	-9%	-21%	u	-6%	-22%	-5%	7%
27	Clc1ccc(-c2csc(N/N=C/c3ccc4c(c3)OCO4)n2)cc1	-5%	-13%	-13%	25%	-20%	0%	-7%	-6%	u
28	COc1ccccc1NS(=O)(=O)c1cc(NC(=O)C2CCC2)ccc1N1CCCCC1	2%	-15%	-3%	-12%	-10%	-2%	-32%[inhibitor]	1%	u
29	COc1cc2c(C(=O)NCc3ccc4c(c3)OCO4)cn(C)c(=O)c2cc1OC	2%	0%	0%	1%	5%	14%	-8%	-5%	38%[activator]
30	CCOC(=O)CC(=O)CSc1nnc2c(n1)[nH]c1ccccc12	-1%	-21%	-6%	8%	-12%	2%	24%	-14%	68%[activator]

# Complete entries, quoted from the list. Order of values: HEK293 tox, KB-3-1 tox, HT1080-NT tox, SW480 rereplic, KB-V1 MDR tox, GLP1R ag, TDP43 rescue, HT1080 IDH1KD tx, GLP1R inv ag
# CCCNC(=S)Nc1ccc(Nc2ccccc2)cc1 is entered as u, -15%, -11%, -3%, -17%, -4%, u, u, u
# CCc1ccc(NCc2cc3cc4c(cc3n(CC(=O)Nc3ccc(C)cc3)c2=O)OCO4)cc1 is entered as 3%, -3%, x, x, -8%, -8%, 12%, x, -3%

# The list goes on:
no.	Compound	HEK293 tox	KB-3-1 tox	HT1080-NT tox	SW480 rereplic	KB-V1 MDR tox	GLP1R ag	TDP43 rescue	HT1080 IDH1KD tx	GLP1R inv ag
31	CCOC(=O)c1c(C)oc2ccc(OC(=O)c3cccs3)cc12	1%	3%	16%	1%	u	12%	1%	4%	3%
32	Cc1ccc(Nc2c(-c3cccs3)nc3nc(C)cc(C)n23)cc1	0%	-19%	x	x	-3%	x	u	x	u
33	Cn1c(=O)c(C(=O)CCl)c(N)n(CC2CC2)c1=O	5%	-9%	5%	-5%	0%	16%	9%	3%	16%
34	O=C(O)c1ccc(NC(=O)c2ccco2)c(NC(=O)c2ccco2)c1	1%	-6%	16%	-9%	-5%	1%	-8%	8%	4%
35	C[C@H](CO)N1C[C@H](C)[C@H](CN(C)CC2CC2)Oc2ccc(NC(=O)CCN3CCOCC3)cc2C1=O	-28%	0%	7%	6%	0%	-3%	18%	5%	6%
36	O=C1COc2ccc(S(=O)(=O)NCCc3ccccc3)cc2N1	-7%	-1%	3%	-1%	19%	-1%	-7%	-8%	0%
37	CC(=O)C(Sc1nccc(-c2cccs2)n1)C(C)=O	15%	0%	19%	-14%	-3%	1%	u	25%	-11%
38	COc1cc2oc(=O)cc(CN3CCN(c4ccccc4OC)CC3)c2cc1Cl	-1%	0%	10%	x	29%	-4%	u	12%	-4%
39	Cc1ccc(S(=O)(=O)N(CC(=O)N(C)C)c2cccc([N+](=O)[O-])c2)cc1	-5%	-9%	-8%	16%	u	7%	2%	-15%	0%
40	CCc1nnc(NC(=O)c2nc(S(=O)(=O)Cc3cccc(C)c3)ncc2Cl)s1	u	21µM*	23µM*	5.8µM*	u	-5%	11µM*	10µM*	u
41	Cc1nc(NC(=O)c2cc3c(s2)CCCCC3)sc1C(=O)N(C)C	-18%	0%	u	4%	4%	11%	-19%	-28%	3%
42	Cc1ccccc1C1=NC(C(F)(F)F)(C(F)(F)F)c2c(n(C)c(=O)n(C)c2=O)N1	3%	u	2%	-7%	16µM*	19%	5%	-2%	24%
43	Cc1cc(C(=O)N2CCC2(C)C(=O)NCc2cccc3ccccc23)nn1C (stereo not given)	-1%	14%	1%	x	u	-4%	24%	2%	20%
44	CCN(C(=O)CN1CCN(C)CC1)c1cccc2ccccc12	-2%	13%	12%	-6%	9%	0%	8%	13%	1%

# Molecules listed so far that have bromine:
no.	Compound	HEK293 tox	KB-3-1 tox	HT1080-NT tox	SW480 rereplic	KB-V1 MDR tox	GLP1R ag	TDP43 rescue	HT1080 IDH1KD tx	GLP1R inv ag
1	O=C(Nc1ccc(-c2nc3ccccc3s2)c(O)c1)c1ccc(Br)cc1	-15%	0%	x	x	u	x	8%	x	7%
7	Cc1nn(CC(=O)NNC(=O)c2ccc(Br)cc2)c(C)c1[N+](=O)[O-]	2%	14%	-6%	1%	14%	0%	-1%	-2%	5%
22	S=c1[nH]cnc2scc(-c3ccc(Br)cc3)c12	-14%	u	21µM*	12µM*	u	8%	-5%[9.22 µM]	13µM*	-10%

# Some values from above.
# SW480 rereplic with Nc1c(-c2cccc([N+](=O)[O-])c2)nc2ccccn12 → -1%
# HT1080 IDH1KD tx with Cc1ccccc1C1=NC(C(F)(F)F)(C(F)(F)F)c2c(n(C)c(=O)n(C)c2=O)N1 → -2%
# HT1080-NT tox with COC(=O)[C@@H]1C[C@@]2(O)[C@H](O)[C@H](O)[C@H](O)C[C@H]2N1CC(c1ccccc1)c1ccccc1 → -1%
# GLP1R inv ag with O=C1COc2ccc(S(=O)(=O)NCCc3ccccc3)cc2N1 → 0%
# KB-V1 MDR tox with Cc1cc(O)c(C(c2ccc(F)cc2)N2CCN(c3ccccc3)CC2)c(=O)n1Cc1ccco1 (stereo not given) → 22%
